Fam108B counter: blocks mouse Fam108B hydrolase in RBBP9 counter-screen; inhibition, % at 9.51 µM; 300,000 tested, 0.33% active; recombinant Fam108B, FP-Rh probe fluorescence polarization;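 active = inhibition above the screen mean inhibition plus 3 SD, computed separately per campaign, cut at about 18% in these data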;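 note: inhibitors lower polarization as less probe binds the enzyme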
MCL1-BIM inh: inhibitors of human MCL1 binding to BIM-BH3 peptide | inhibition, % at 10.9 µM | 320,000 tested, 0.68% active | GST-MCL1 / FITC-Bim-BH3 fluorescence polarization | Q07820 | AID 2057;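 active = inhibition above the mean inhibition of all tested compounds plus 3 SD, set per campaign, cut at about 40% in these data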;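 note: 0% = DMSO wells and 100% = unlabeled Bim-BH3 peptide control; higher means more loss of mP so more displacement of Bim peptide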
pPAFAH inh: pPAFAH (human) enzyme inhibition; recombinant pPAFAH, FP-rhodamine probe fluorescence polarization; inhibition, % at 3.39 µM; 330,000 tested, 1.5% active; AID 463082;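 active = inhibition above the mean inhibition across the screen plus 3 SD, cut at about 25% in these data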;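 note: inhibitors block binding of the rhodamine activity-based probe so polarization drops; 0% = enzyme with DMSO and 100% = wells lacking pPAFAH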
GLD-1 TGE inh: GLD-1-TGE RNA interaction inhibition (C. elegans) | inhibition, % at 5.96 µM | purified GLD-1 + fluorescein TGE RNA, fluorescence polarization | AID 2280 | 320,000 tested, 0.44% active | Q17339;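 active = percent inhibition above a per-plate cutoff, the plate mean of test compounds plus 3 SD, cut at about 30% in these data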;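 note: 0% = DMSO wells with GLD-1 and probe and 100% = wells lacking GLD-1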
Target sequence (Q17339 whole entry, looked up): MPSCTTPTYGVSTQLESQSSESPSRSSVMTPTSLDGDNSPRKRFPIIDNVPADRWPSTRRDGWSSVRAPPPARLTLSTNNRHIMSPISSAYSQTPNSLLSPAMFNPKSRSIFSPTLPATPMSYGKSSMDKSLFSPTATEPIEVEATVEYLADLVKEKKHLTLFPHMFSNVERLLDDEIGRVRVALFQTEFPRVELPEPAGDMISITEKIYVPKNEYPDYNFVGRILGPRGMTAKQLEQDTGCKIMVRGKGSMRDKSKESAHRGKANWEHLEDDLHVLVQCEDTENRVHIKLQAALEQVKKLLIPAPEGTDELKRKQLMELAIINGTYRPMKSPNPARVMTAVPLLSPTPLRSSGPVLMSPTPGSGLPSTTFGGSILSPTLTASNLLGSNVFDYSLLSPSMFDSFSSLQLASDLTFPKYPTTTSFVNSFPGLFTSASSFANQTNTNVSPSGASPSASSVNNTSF
PAFAH1B2 inh: PAFAH1B2 (human) inhibition; recombinant PAFAH1B2, FP-rhodamine activity probe, fluorescence polarization; 340,000 tested, 1.2% active; P68402; AID 492953; inhibition, % at 3.39 µM;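 active = inhibition above the mean of all tested compounds plus 3 SD, cut at about 24% in these data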;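 note: 0% = enzyme with DMSO and 100% = wells lacking PAFAH1B2; many of its hits are not listed in these tables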
PME-1 inh: blocks human protein phosphatase methylesterase 1. Q9Y570. recombinant PME-1, FP-Rh probe fluorescence polarization. inhibition, % at 5.9 µM. 320,000 tested, 0.53% active. AID 2130;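 active = inhibition above the campaign mean of all compounds plus 3 SD, cut at about 26% in these data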;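 note: competitive labeling of PME-1 active site by serine hydrolase directed probe; 0% = PME-1 with DMSO and 100% = wells lacking PME-1 enzyme; inhibitors block probe labeling so polarization falls and inhibition rises; many of its hits are not listed in these tables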
MEX-5 binding: C. elegans MEX-5 TCR-2 RNA binding activity; MEX-5/FITC-TCR2 RNA binding, fluorescence polarization; stronger effect = lower value; 300,000 tested, 0.38% active; AID 1832; activity score (negative = inhibition of binding), % at 10 µM; Q9XUB2;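 active = inhibition past about -25% in most replicates, and total fluorescence under double the plate's negative control median, limit read from the data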;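 note: 0% = DMSO and -100% = 5 µM competing unlabeled TCR2 RNA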
BCLXL inh: inhibitors of human Bcl-xL. Q07817. GST-Bcl-xL / FITC-Bim BH3 peptide fluorescence polarization. inhibition, % at 10.9 µM. 320,000 tested, 0.7% active. AID 2129;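 active = inhibition above the mean of all tested compounds plus 3 SD, cutoff set per campaign, cut at about 30% in these data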;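 note: 0% = DMSO wells and 100% = unlabeled Bim-BH3 peptide competitor; inhibitors lower millipolarization by displacing the labeled peptide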
Target sequence (Q07817 whole entry, looked up): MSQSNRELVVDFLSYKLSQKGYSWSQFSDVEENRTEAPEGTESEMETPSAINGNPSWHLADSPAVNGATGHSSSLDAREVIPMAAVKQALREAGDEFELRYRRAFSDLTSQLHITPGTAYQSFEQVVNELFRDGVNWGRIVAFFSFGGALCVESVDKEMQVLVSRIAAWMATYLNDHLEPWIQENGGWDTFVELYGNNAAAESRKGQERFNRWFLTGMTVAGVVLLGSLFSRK
AHR activator: activates the human aryl hydrocarbon receptor; 320,000 tested, 2.5% active; activation, % at 5 µM; AHR-responsive luciferase reporter cells, luminescence; AID 2796; in the data active = activation above about 47%;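 note: 0% = vehicle wells and 100% = reference agonist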
Active calls of the source: *; · = not tested or not shown; + = active, no number. An excerpt; the hit share may differ from the screen's.

SMILES	Fam108B counter	MCL1-BIM inh	pPAFAH inh	GLD-1 TGE inh	PAFAH1B2 inh	PME-1 inh	MEX-5 binding	BCLXL inh	AHR activator
C=CCOc1c(Br)cc(CNn2c(C)n[nH]c2=S)cc1OCC	1	-17	6	-4	-2	-11	2.0	-1	19
CCCCNC(=O)COC(=O)c1cc(C)oc1C	-2	-10	-2	1	1	3	-1.5	1	0
O=S(=O)(NCC1(N2CCOCC2)CCCCC1)c1ccc(F)cc1	0	2	1	5	13	6	0.8	4	0
O=C(CN(Cc1ccccc1F)C(=O)Cn1nnc(-c2cccs2)n1)NCC1CCCO1 (stereo unspecified)	-1	-2	2	-5	-3	3	0.1	2	0
c1csc(-c2nc(-c3ccc(-c4ccon4)s3)no2)c1	-15	-13	0	-8	-2	-15	1.7	-2	19
Cc1cc(NC(=O)c2cccs2)cc(-c2nc3ncccc3o2)c1O	-10	1	1	4	-2	4	-1.2	5	11
O=C(O)c1cccc(Cn2c(Cl)c(/C=N/NC(=O)c3cccc(O)c3)sc2=O)c1	0	-1	1	1	-7	-3	-4.8	5	3
CCC/C=C1/CCCOC(C(=O)NCc2ccccc2)(C(F)(F)F)C1 (stereo unspecified)	1	3	0	-4	13	6	-2.5	0	5
COCn1c(COc2ccc3ccccc3c2)nc2ccccc21	2	3	-2	6	8	1	1.2	8	22
Clc1ccccc1-c1nnc2sc(-c3ccc(Br)o3)nn12	-2	4	4	-3	1	-21	-0.5	2	33
CC(=O)N(CCN(C(C)=O)c1ccccc1)c1ccccc1	-2	-10	-2	1	2	3	-1.4	-2	-5
COc1ccc(/C=C/C(=O)Oc2cc(C)[nH]c(=O)c2[N+](=O)[O-])cc1OC	1	3	-4	5	-2	-2	1.8	5	-1
O=C(NCCc1ccccc1)c1ccc2c(c1)OCCO2	-4	-9	0	-4	7	7	-1.9	0	-25
COCCn1c(COc2cccc(OC)c2)nnc1SCC(=O)N1CCOCC1	1	-5	3	-4	4	-2	3.5	-2	1
CCOC(=O)c1c(C)[nH]c(C(=O)COC(=O)COc2ccccc2C)c1C	3	-2	8	1	-2	-4	-1.5	-5	12
Cc1ccc(/C=C/C(=O)O)cc1S(=O)(=O)N1CCC(Cc2ccccc2)CC1	4	2	7	3	4	6	0.3	5	1
Cc1cc(C)cc(NC(=O)CCOc2ccccc2)c1	2	5	-1	8	4	-2	-1.7	3	0
Cc1ccc(C(=O)N/C(=C/c2ccc(Cl)cc2)C(=O)NCC2CCCO2)cc1 (stereo unspecified)	-1	-1	4	2	0	3	2.0	1	2
CC(c1ccccc1)c1nnc(N)s1 (stereo unspecified)	0	-1	4	9	6	3	0.3	1	0
Cc1onc(-c2c(F)cccc2Cl)c1C(=O)Nc1ccccc1N1CCOCC1	2	-3	0	-4	1	5	8.3	-2	1
CC1CCCN(C(=O)COC(=O)c2cc([N+](=O)[O-])ccc2N2CCOCC2)C1 (stereo unspecified)	-2	-1	1	1	0	-3	0.8	-1	7
COc1ccc(CNc2ncnc3c2[nH]c2ccccc23)cc1	3	0	13	-4	·	23	-2.8	2	20
O=C(Nc1cc(Cl)cc(Cl)c1)c1ccc(Cn2c(=O)[nH]c3ccsc3c2=O)cc1	-38	-8	-8	-1	-16	-46	1.6	-4	-4
CN1CCN(S(=O)(=O)c2cc(Cl)c(Cl)cc2Cl)CC1	7	1	0	-3	1	6	1.6	4	1
COC(=O)c1ccc(NC(=O)c2cnc3scc(C)n3c2=O)cc1	0	0	-2	0	·	4	1.8	1	-2
Cc1cc(C)cc(OCCNC(=O)C2CCN(S(=O)(=O)c3ccccc3)CC2)c1	2	0	16	3	1	4	1.5	0	2
COc1ccc(-n2ncc3c(N(C)C4CCCCC4)ncnc32)cc1	0	1	2	5	5	-4	1.0	-2	-14
O=C(Cc1ccc(Cl)cc1)Nc1ccccc1C(=O)N1CCCCC1	-2	6	2	2	11	1	3.3	1	-1
CCc1nc(N2CCN(C(=O)c3ccccc3)CC2)c(C#N)c2c1COC(C)(C)C2	-5	-3	4	-6	-4	-8	·	1	-4
CS(=O)(=O)N(CC(=O)N1CCOCC1)Cc1ccc(Cl)cc1	1	-3	-1	1	0	-2	-0.6	-6	0
CCN(CC)S(=O)(=O)c1cccc(NC(=O)CSc2nc3ccccc3[nH]2)c1	-4	-17	-2	0	-2	-2	-1.6	-5	4
CC(C)(C)c1ccc(NC(=O)Cn2cnc3cc([N+](=O)[O-])ccc3c2=O)cc1	-7	1	0	4	·	-13	3.2	2	11
COc1cc2c(cc1OC)CN(C(=O)Cc1ccc(OC)c(S(=O)(=O)N3CCOCC3)c1)CC2	-1	-15	0	-12	3	3	-2.4	-10	-3
COc1ccc(NC(=O)N/C=C/c2ccco2)cc1	0	7	8	7	6	-5	-4.0	13	1
CC(C)(C)OC(=O)N1CCC(c2c(C(=O)N3CCN(C4CCCCC4)CC3)cnn2-c2ccc(F)cc2)CC1	1	3	2	3	2	-2	0.5	2	0
CNC(=O)CS(=O)(=O)CC(=O)Nc1cc(OC(C)C)c(Cl)cc1Cl	10	8	0	3	3	-3	-1.6	5	2
COc1ccccc1OC(C)c1nnc(SCC(=O)Nc2c(C)n(C)n(-c3ccccc3)c2=O)n1-c1ccccc1 (stereo unspecified)	-2	8	0	9	6	-3	-1.4	4	1
Cc1ccc(-c2c(C(=O)O)c(C(=O)O)c3n2CCC3)cc1	5	6	-2	-4	3	5	1.6	6	0
COC(=O)C(C)C1Sc2ccccc2NC1=O (stereo unspecified)	-3	-4	4	7	6	-2	-0.7	6	-1
CN1CCc2c(sc(NC(=O)c3cc(Cl)sc3Cl)c2C(N)=O)C1	1	48*	1	-8	·	0	0.1	1	23
CCOC(=O)N1CCN(C(=O)c2oc3ccc(S(=O)(=O)N4CC(C)CC(C)C4)cc3c2C)CC1 (stereo unspecified)	-1	-4	8	4	-4	3	0.2	-4	0
Cn1nccc1C(=O)N1CCCC(C(=O)c2ccc(C(F)(F)F)cc2)C1 (stereo unspecified)	2	2	6	1	-1	-1	0.6	4	4
CCN1CCN(c2ccc(S(=O)(=O)N3CCOCC3)cc2NC(=O)c2ccccc2OC(F)F)CC1	-1	-3	2	-3	-1	-3	0.8	-8	5
COc1cc(NC(=O)c2cc(-c3ccco3)on2)cc(OC)c1OC	1	-2	7	4	-4	5	2.4	6	3
Cn1c(=O)c2c(nc(SCCCC#N)n2Cc2ccccc2F)n(C)c1=O	3	-4	4	-4	1	-1	1.3	-4	-1
CCOc1ccc(N(C)S(=O)(=O)c2cc(-c3cc(C)no3)ccc2CC)cc1	-1	-9	6	0	5	1	-2.8	-1	4
O=C(NCCc1ccccn1)C(F)(F)C(F)(F)C(F)(F)C(F)(F)C(F)(F)C(F)F	-3	6	3	2	13	2	1.9	7	2
COC(=O)CC1C(=O)NCCN1C(=O)CSc1nc2ccccc2c(=O)n1CC(C)C (stereo unspecified)	0	-2	0	1	3	0	-0.4	-1	-1
COc1cccc(C2=CC(c3ccccc3)n3nnnc3N2)c1 (stereo unspecified)	-4	0	12	-1	6	10	-3.5	8	5
O=C(NCc1ccccc1)C1=C[C@@H](C2CC2)C[C@@H](OCCCCO)O1	4	-3	0	9	-5	-1	-0.7	-1	1

Other results.
SMILES	Fam108B counter	MCL1-BIM inh	pPAFAH inh	GLD-1 TGE inh	PAFAH1B2 inh	PME-1 inh	MEX-5 binding	BCLXL inh	AHR activator
Cc1ccsc1/C=N/N=C/c1sccc1C	0	11	-2	2	4	0	0.0	4	70*
CC(C)OP(=O)(c1ccc(N(C)C)cc1)C(O)c1c(Cl)cccc1Cl (stereo unspecified)	1	-6	-2	-4	0	1	-0.5	-1	3
O=S(=O)(c1cccs1)n1cnc2ccccc21	-2	4	5	11	13	1	-0.3	6	-2
Cc1cccc(CNC(=O)c2ccccc2NC(=O)C2=CSCCO2)c1	-2	6	-1	5	10	-15	-1.0	7	6
CC(C)c1nnc(NC(=O)CCC(=O)NC2CCCCC2)s1	-3	-3	2	3	·	-2	-1.1	2	6
Cc1ccc(NC(=O)NC(=O)CSc2nnnn2C)c(C)c1	-4	-1	0	5	2	1	-1.6	1	8
c1ccc2[nH]c3cc4ncnc4cc3nc2c1	4	+	8	+	6	4	-81*	+	27
Cc1ccc(-c2nnn(CC(=O)N(Cc3ccccc3F)C(C(=O)NC3CCCC3)c3ccncc3)n2)o1 (stereo unspecified)	-4	0	0	-7	3	0	12	1	1
CCc1cc(C(=O)N2CCCC(C(=O)c3cccc(OC(C)C)c3)C2)n(C)n1 (stereo unspecified)	-3	3	2	1	9	10	0.2	5	1
O=C(c1ccc(-c2ccccc2)cc1)C1CCCN(C(=O)c2ccncc2)C1 (stereo unspecified)	-1	-3	2	6	-4	0	-6.2	3	-1
Cn1c(=O)c(N=O)c(N)n(Cc2ccccc2)c1=S	2	-3	12	-10	8	4	-0.7	-2	1
O=[N+]([O-])c1ccc(C23CC4CC(CC(O)(C4)C2)C3)cc1	2	-5	3	5	·	-5	2.5	-4	5
Cc1ccc(S(=O)(=O)N(C(=O)c2ccncc2)c2ccc(OC(=O)c3ccncc3)cc2)c(C)c1	1	4	5	3	13	-6	0.5	4	2
